Screening results deposited in PubChem BioAssay by several laboratories.
CHO-K1 Ca PAM = nonselective calcium activators in parental CHO-K1 cells, primary screen, counter-screen for M1 PAM project, cell-based, Fluo-8 calcium fluorescence, full deck, 1536-well; 0.02% of 360,000 active; ATP EC20; 0% at ATP EC20, 100% at ATP max; activation, % at 3 µM; AID 602247, 2012;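 active = activation above the run cutoff, the mean activation of all test compounds plus 3 SD, cut at about 40% in these data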;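 note: peak over basal fluorescence ratio in a 140 s read after ATP addition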
CRFR2-BP ag = agonists of CRF-BP/CRF-R2 complex, primary screen, cell-based, HEK293, calcium dye fluorescence, uHTS; calcium dye fluorescence (FLIPR); percent of saturating CRF peptide response; CRF-binding protein / CRF receptor 2 complex (human); AID 588473, 2011; activation, % at 13.2 µM; 0.46% of 350,000 active;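 active = activation of at least 50%, plus an integration ratio under a set limit after plate pattern correction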;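 note: plate controls were neutral control wells without compound for no effect and CRF at EC100 for full effect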
CHRM4 PAM = human M4 muscarinic receptor positive allosteric modulators, primary screen, CHO-K1 cells, Fluo-8 calcium fluorescence; Muscarinic acetylcholine receptor M4 (Homo sapiens), P08173; CHO-K1 hM4/Gqi5, ACh EC20; 0% = ACh EC20, 100% = maximal ACh; activation, % at 3 µM; 0.4% of 360,000 active;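 active = activation above its plate's cutoff, the mean activation of sample wells plus 3 SD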; note: some results filed as inactive read as strong as hits
Target sequence (P08173 whole entry, looked up): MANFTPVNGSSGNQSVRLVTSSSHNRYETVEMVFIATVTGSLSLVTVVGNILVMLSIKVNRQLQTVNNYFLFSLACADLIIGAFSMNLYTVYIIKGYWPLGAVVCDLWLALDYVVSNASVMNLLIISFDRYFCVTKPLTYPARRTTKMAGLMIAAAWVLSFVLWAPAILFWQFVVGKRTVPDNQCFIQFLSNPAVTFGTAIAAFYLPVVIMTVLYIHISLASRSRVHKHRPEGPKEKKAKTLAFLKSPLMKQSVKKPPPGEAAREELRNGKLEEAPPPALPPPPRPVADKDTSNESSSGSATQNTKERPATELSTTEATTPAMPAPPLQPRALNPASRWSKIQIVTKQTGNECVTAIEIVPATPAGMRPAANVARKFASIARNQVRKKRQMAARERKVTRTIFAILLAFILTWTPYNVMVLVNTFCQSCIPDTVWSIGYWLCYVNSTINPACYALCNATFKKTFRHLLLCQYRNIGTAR
TAAR1 antagonist = human TAAR1 antagonists, primary screen, Fluo-8 calcium fluorescence, CHO RD-HGA16 cells | antagonist | 1.5% of 360,000 active | inhibition, % at 3 µM;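 active = inhibition above a per-plate cutoff, the mean inhibition of test compounds on that plate plus 3 SD, cut at about 49% in these data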;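 note: 0% = DMSO plus EC80 beta-PEA response and 100% = DMSO alone without agonist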
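Assay system: RD-HGA16 CHO cells with stable hTAAR1 and Gα16 / Reagent: EC80 β-phenethylamine stimulus / Doses: 3 µM, single point / Timing: dye loading 75 min at 37 °C, then 30 min room temperature / Measured by: Fluo-8 intracellular calcium dye fluorescence, real-time kinetic reads / Controls: vehicle wells and EC80 agonist wells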
M5 PAM = human M5 muscarinic receptor positive allosteric modulators, primary screen, CHO-K1 cells, Fluo-8 calcium fluorescence; activation, % at 3 µM; 0.3% of 360,000 active; Muscarinic acetylcholine receptor M5 (Homo sapiens), P08912; CHO-K1 hM5, ACh EC20 PAM; 0% = ACh EC20, 100% = ACh EC100;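 active = activation above the run cutoff, the mean activation of all test compounds plus 3 SD, cut at about 18% in these data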
Target sequence (P08912 whole entry, looked up): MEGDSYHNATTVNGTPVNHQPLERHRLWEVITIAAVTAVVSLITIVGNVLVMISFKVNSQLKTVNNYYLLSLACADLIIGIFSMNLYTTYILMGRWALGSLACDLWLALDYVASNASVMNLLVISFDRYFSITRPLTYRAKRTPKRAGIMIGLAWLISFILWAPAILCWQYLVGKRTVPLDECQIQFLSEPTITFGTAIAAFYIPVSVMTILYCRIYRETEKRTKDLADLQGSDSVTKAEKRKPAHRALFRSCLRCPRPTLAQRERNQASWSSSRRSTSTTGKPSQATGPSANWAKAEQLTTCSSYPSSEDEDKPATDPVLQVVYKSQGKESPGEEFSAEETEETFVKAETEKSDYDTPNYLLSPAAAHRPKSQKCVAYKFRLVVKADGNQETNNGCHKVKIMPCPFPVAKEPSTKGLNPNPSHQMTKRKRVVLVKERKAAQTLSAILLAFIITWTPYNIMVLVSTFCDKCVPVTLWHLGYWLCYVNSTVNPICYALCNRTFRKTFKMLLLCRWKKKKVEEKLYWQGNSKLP
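system = human M5 receptor in CHO-K1 cells | compound = one concentration, 3 µM final (nominal) | schedule = Post-acetylcholine fluorescence recording 140 s | signal = Fluo-8 calcium dye fluorescence, kinetic read | benchmarks = low control EC20 acetylcholine (0%), high control EC100 acetylcholine (100%) | repeats = singlicate, one well per test compound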
M5 antag = human M5 muscarinic receptor antagonists, primary screen, CHO cells, Fluo-8 calcium fluorescence; inhibition, % at 3 µM; CHO-hM5 cells, ACh EC80; 0.59% of 360,000 active; AID 624040, 2012;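 active = inhibition above a per-plate cutoff, the mean of that plate's test compounds plus 3 SD, cut at about 27% in these data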;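 note: 0% = acetylcholine EC80 with DMSO and 100% = DMSO without agonist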
TAAR1 ag = human TAAR1 agonists, primary screen, Fluo-8 calcium fluorescence, CHO RD-HGA16 cells; AID 624467, 2012; activation, % at 3 µM; vehicle wells 0%, saturating PEA agonist 100%; 0.99% of 360,000 active; Trace amine-associated receptor 1 (Homo sapiens), Q96RJ0;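 active = activation above the mean activation of all test compounds in the run plus 3 SD, cut at about 38% in these data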
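Repeats: no replicates (n 1) | Material: CHO-derived RD-HGA16 cells with stable Gα16 and human TAAR1 | Technique: Kinetic Fluo-8 calcium fluorescence | Schedule: 17-24 h seeding, 75 min 37 °C dye, 30 min RT | Evaluation: % activation from peak over basal fluorescence ratio, DMSO-to-PEA scaled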
CRFBP-R2 block = antagonists of CRF-BP/CRF-R2 complex, primary screen, cell-based, HEK293, calcium dye fluorescence, uHTS. CRF-induced calcium fluorescence. inhibition, % at 11.8 µM. 0.59% of 350,000 active. AID 588475, 2011;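 active = inhibition of the ligand-induced calcium signal above about 50% at the single tested concentration, limit read from the data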
CHRM5 agonist = human M5 muscarinic receptor agonists, primary screen, CHO-K1 cells, Fluo-8 calcium fluorescence; CHO-K1 hM5 cells; 0% DMSO wells, 100% maximal acetylcholine response; AID 624037, 2012; 0.19% of 360,000 active; activation, % at 3 µM;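 active = activation above the run's mean over test compounds plus 3 SD, cut at about 23% in these data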;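 note: signal is peak over basal fluorescence ratio across the kinetic read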
Active calls of the source: *; . = no result given.

nr | SMILES | TAAR1 antagonist | CRFBP-R2 block | CHO-K1 Ca PAM | CHRM4 PAM | TAAR1 ag | M5 antag | M5 PAM | CRFR2-BP ag | CHRM5 agonist
1 | Cc1cccc(C)c1NC1=NCCCCS1 | 5 | -1 | -4 | -6 | 0 | -3 | 1 | 0.8 | -2
2 | COc1ccccc1N1CCN(Cc2cc(C)c(C)cc2O)CC1 | 20 | 21 | 8 | -4 | 12 | -1 | -8 | 0.8 | -10
3 | COC(=O)C1=C(c2ccccc2)C[C@@H]2CC[C@H]1N2C(=O)N1CCCC1 | 3 | -4 | -9 | -1 | 0 | 19 | -3 | -0.2 | 0
4 | c1ccc(-n2ccnc2)cc1 | -12 | 5 | 9 | 0 | 1 | 8 | -5 | -0.8 | 0
5 | O=[N+]([O-])c1ccc(N2CCOCC2)c2ccncc12 | -24 | 10 | -4 | 7 | 2 | 6 | 4 | 0.0 | 2
6 | c1coc(CN2Cc3ccccc3-n3nncc3C2)c1 | -14 | -10 | 7 | 11 | 1 | -10 | 6 | -1.0 | -1
7 | Cc1cc(N2CCOCC2)nc2ccc(NC(=O)CCC(=O)N3CCC4(CC3)OCCO4)cc12 | 6 | 1 | 11 | -7 | 8 | -5 | -1 | -1.9 | 2
8 | COc1ccc(OC)c(N=Cc2c(O)[nH]c(=O)[nH]c2=O)c1 | 3 | -1 | 0 | 13 | 4 | -6 | 3 | -1.6 | 2
9 | CCOC(=O)N(CC)c1ccc(C(O)(C(=O)OC)C(F)(F)F)cc1 (configuration not stated) | -7 | 19 | 10 | -10 | 3 | -4 | -1 | 1.4 | -2
10 | O=C(N=Nc1c(O)[nH]c(=O)[nH]c1=O)C1COc2cc3ccccc3cc2O1 (configuration not stated) | 4 | -3 | -14 | 2 | 2 | -5 | 5 | -2.0 | 1
11 | COC(=O)C1=C(c2ccc(OCc3ccccc3)cc2)C[C@@H]2CC[C@H]1N2C(=O)NCCCCc1ccccc1 | 1 | 1 | 17 | 9 | 1 | -1 | 3 | 5.2 | 0
12 | COC(/C(C)=C/C=C/C(C)=C/c1coc(C)n1)C(C)C1CC(O)C2(C)OC2C=CC(C)C2CC(CC(=O)O2)CC2OC2C(=O)O1 (configuration not stated) | 5 | -13 | 4 | 5 | 0 | -6 | 3 | -2.0 | 5
13 | CSc1nnc(OC(=O)N(C)C)n1-c1ccc(Cl)cc1 | -33 | -5 | -12 | -20 | 1 | 13 | -14 | -1.3 | 2
14 | C[C@H]1[C@H](OC(=O)CCC(=O)NCc2ccc(C(=O)O)cc2)O[C@@H]2O[C@@]3(C)CC[C@H]4[C@H](C)CC[C@@H]1C24OO3 | . | -17 | -19 | -11 | . | 8 | -4 | 0.0 | -2
15 | CCNC(=O)NNC(=O)C1CC(c2cccnc2)=NO1 (configuration not stated) | 11 | 4 | 19 | 8 | 4 | 4 | 2 | -0.3 | -4
16 | FC(F)(F)c1ccc2c(c1)nnn2C1CCN(Cc2nnnn2Cc2ccccc2)CC1 | 10 | 48 | 17 | 9 | 2 | 1 | -8 | -0.4 | -5
17 | COC(=O)C1=C(c2ccc(Cl)c(C(F)(F)F)c2)C[C@@H]2CC[C@H]1N2C(=O)NCCOc1ccc(OC)cc1 | . | 0 | -8 | -6 | . | 10 | -5 | -0.3 | -2
18 | Cc1ccccc1-n1c(-c2ccoc2)nc2ccccc2c1=O | -27 | 6 | -7 | -11 | 0 | 14 | -4 | -8.5 | 4
19 | CCCCC1(CCCC)C(=O)NC(=Nc2cccc(C)c2)NC1=O | -9 | 55* | -1 | 7 | 9 | 6 | -8 | 89* | 7
20 | CC1=CC2OC3CC4OC(=O)C=CC=CC(C(C)O)OCC(O)C(C)CC(=O)OCC2(CC1O)C4(C)C31CO1 (configuration not stated) | 9 | 6 | -17 | 2 | 1 | -1 | -4 | 0.2 | 5
21 | Cc1sc2ccccc2c1CC1=NCCN1 | -22 | 1 | 2 | -4 | 37 | 5 | -2 | -1.0 | -1
22 | COc1ccc2c(c1)NP(=S)(c1ccccc1)N2C (configuration not stated) | -11 | 3 | 26 | 6 | 0 | 5 | 9 | -1.2 | -2
23 | CCOC(=O)C(O)(c1ccc(N(CC)S(=O)(=O)c2ccccc2)cc1)C(F)(F)F (configuration not stated) | -7 | -1 | 10 | 9 | -1 | 1 | -2 | 2.2 | -5
24 | O=C(Oc1c(Cl)cc(Cl)c2ccccc12)N1CCCCC1 | 14 | -33 | 11 | 8 | 21 | 0 | 0 | 1.4 | -7
25 | CCCCn1c(O)c(C(CC)=NCCc2ccccc2)c(=O)[nH]c1=O | 70* | -26 | 5 | -8 | 58* | 4 | -12 | 5.1 | 1

Some values from above.
CRFBP-R2 block result of #6 stands at -10
CRFBP-R2 block result of #3 stands at -4
CRFR2-BP ag result of #20 stands at 0.2
M5 antag result of #1 stands at -3

Whole records, looked up by structure.
`CSc1nnc(OC(=O)N(C)C)n1-c1ccc(Cl)cc1` is entered as TAAR1 antagonist: -33; CRFBP-R2 block: -5; CHO-K1 Ca PAM: -12; CHRM4 PAM: -20; TAAR1 ag: 1; M5 antag: 13; M5 PAM: -14; CRFR2-BP ag: -1.3; CHRM5 agonist: 2
`CC1=CC2OC3CC4OC(=O)C=CC=CC(C(C)O)OCC(O)C(C)CC(=O)OCC2(CC1O)C4(C)C31CO1` (configuration not stated) is entered as TAAR1 antagonist: 9; CRFBP-R2 block: 6; CHO-K1 Ca PAM: -17; CHRM4 PAM: 2; TAAR1 ag: 1; M5 antag: -1; M5 PAM: -4; CRFR2-BP ag: 0.2; CHRM5 agonist: 5

Next part:
nr | SMILES | TAAR1 antagonist | CRFBP-R2 block | CHO-K1 Ca PAM | CHRM4 PAM | TAAR1 ag | M5 antag | M5 PAM | CRFR2-BP ag | CHRM5 agonist
26 | CCNCCNc1ccc([N+](=O)[O-])c2cccnc12 | -20 | 1 | 24 | -2 | 1 | 4 | 8 | -1.2 | -19
27 | O=C(Cc1cccc(C(F)(F)F)c1)N1CCN(CC(=O)N2CCCC2)CC1 | -6 | -12 | 19 | 15 | 0 | -7 | 4 | -0.6 | -1
28 | COc1ccc(-n2c(-c3ccccc3[N+](=O)[O-])nc3ccccc3c2=O)cc1 | -14 | -4 | -11 | -3 | 4 | 9 | -8 | -0.3 | -6
29 | CCCC(=O)NC(Oc1ccccc1Cl)C(Cl)(Cl)Cl (configuration not stated) | -5 | 1 | -2 | -11 | 1 | 11 | -3 | -1.5 | -6
30 | CC(=O)NCCc1c[nH]c2ccccc12 | -8 | -8 | 15 | -1 | 3 | -2 | -3 | 1.0 | -3
31 | COc1ccc(N=Nc2c(O)[nH]c(=S)[nH]c2=O)cc1 | 8 | -2 | 16 | 0 | 1 | -18 | -1 | 2.1 | 0
32 | CNCCc1c[nH]c2ccccc12 | . | 0 | 2 | -2 | . | 3 | -5 | 0.3 | -1
33 | COc1cc2c(cc1/C=C/[N+](=O)[O-])OCO2 | -17 | -19 | 16 | -1 | 0 | 15 | 8 | 3.0 | 6
34 | O=C1/C(=C/c2cccc([N+](=O)[O-])c2)N2CCC1CC2 | 1 | -1 | 11 | 3 | 5 | 8 | -4 | -0.2 | 1
35 | O=c1[nH]c(=O)n(-c2ccc(F)cc2)c(O)c1/C=C1\C=Nc2ccccc21 | 18 | -47 | 11 | -1 | 4 | 2 | 0 | 102* | -2
36 | CC(C)(C)NC(=O)CN1CCCN(C(=O)COc2ccc(Cl)c3ccccc23)CC1 | 2 | -4 | 7 | -1 | 12 | 6 | -1 | -1.0 | 3
37 | COC(=O)C1=C(c2ccccc2)C[C@@H]2CC[C@H]1N2C(=O)NCc1ccc(F)cc1 | -8 | 12 | 5 | -14 | 2 | 12 | -19 | 3.8 | -11
38 | COc1ccc(-c2nc3ccccc3n2OC(=O)N(C)C)cc1 | 6 | 10 | -1 | 1 | 9 | 5 | -19 | 6.0 | -14
39 | O=C(COC(=O)Cc1ccccc1)Nc1ccc(Cl)cn1 | -11 | 3 | -2 | -9 | -1 | 4 | 2 | -0.5 | -4
40 | O=C(NCC(c1cccnc1)N1CCN(c2ccc(F)cc2)CC1)Oc1ccccc1 (configuration not stated) | -5 | -11 | -5 | -3 | 3 | -1 | 2 | 0.1 | 3
41 | Cn1c(O)c(C=NCCc2c[nH]c3ccccc23)c(=O)n(C)c1=O | 23 | 0 | -3 | -2 | 8 | 7 | -4 | 1.7 | 3
42 | O=C(CSc1ccccc1)N1CCC2(CC1)OCCO2 | 13 | 14 | 16 | 10 | 1 | -14 | 15 | -1.3 | 0
43 | C=CC[N+]1(C)C2CCC1CC(O)C2 (configuration not stated) | -8 | -2 | 14 | 2 | 6 | 7 | -2 | -1.2 | 0
44 | CCc1ccccc1NC(=O)CNCc1ccccc1 | 8 | 5 | 18 | 15 | 0 | 7 | -8 | -0.8 | -3
45 | CN=C(SCC(=O)c1cccc(Cl)c1)c1c(O)n(C)c(=O)n(C)c1=O | 3 | 4 | 18 | -5 | 4 | 11 | -2 | -0.3 | 0
46 | CC(C)OC12Oc3ccccc3C=C1N1CCC2CC1 (configuration not stated) | -4 | 8 | 25 | 11 | -3 | 2 | 2 | -1.6 | -7
47 | C[C@]12CC[C@@H](O)CC1=CCC1C2CC[C@@]2(C)C1C[C@@H](F)[C@@H]2O (some centres not stated) | -1 | -7 | -5 | 4 | 7 | 12 | 1 | 4.1 | 3

Structures shown so far with an aryl thioether with sulfur outside any ring, in the order listed:
nr | SMILES | TAAR1 antagonist | CRFBP-R2 block | CHO-K1 Ca PAM | CHRM4 PAM | TAAR1 ag | M5 antag | M5 PAM | CRFR2-BP ag | CHRM5 agonist
13 | CSc1nnc(OC(=O)N(C)C)n1-c1ccc(Cl)cc1 | -33 | -5 | -12 | -20 | 1 | 13 | -14 | -1.3 | 2
42 | O=C(CSc1ccccc1)N1CCC2(CC1)OCCO2 | 13 | 14 | 16 | 10 | 1 | -14 | 15 | -1.3 | 0

3 entries from above, arranged by count of non-hydrogen atoms, highest first.
nr | SMILES | TAAR1 antagonist | CRFBP-R2 block | CHO-K1 Ca PAM | CHRM4 PAM | TAAR1 ag | M5 antag | M5 PAM | CRFR2-BP ag | CHRM5 agonist
41 | Cn1c(O)c(C=NCCc2c[nH]c3ccccc23)c(=O)n(C)c1=O | 23 | 0 | -3 | -2 | 8 | 7 | -4 | 1.7 | 3
44 | CCc1ccccc1NC(=O)CNCc1ccccc1 | 8 | 5 | 18 | 15 | 0 | 7 | -8 | -0.8 | -3
32 | CNCCc1c[nH]c2ccccc12 | . | 0 | 2 | -2 | . | 3 | -5 | 0.3 | -1

An excerpt; the hit share may differ from the screen's.
